# Source: PubChem (National Center for Advancing Translational Sciences (NCATS))
# PLK1 PBD inh: qHTS for Inhibitors of PLK1-PDB (polo-like kinase 1 - polo-box domain): Primary Screen | Plk1 PBD binding of FITC phosphopeptide, fluorescence polarization | Serine/threonine-protein kinase PLK1 (Homo sapiens), P53350 | Potency, µM, for inactives: max response, negative = inhibition, actives largely listed as inhibitors | hit rate 2.8% among 360,000; further: potency means the concentration at half of the fitted maximal effect; series mostly up to about 57 µM; on the % scale 0 is the no-effect control and ±100 the full control effect; nearly all actives have a fitted effect of over 65% in size
# CCT modulator: High-Throughput Screening for Modulators of Cytosolic Chaperonin Activity | purified chaperonin ATPase assay, HTRF ADP detection, 30 min | activity change, % (concentration not given with the values), hits read low | hit rate 0.3% among 360,000 | AID 651819, 2012; in the data active means activity change below about -30%; further: on the % scale 0 is the no-effect control and ±100 the full control effect
#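 ATPase activity: ADP formed was measured by HTRF Transcreener (665/615 nm ratio) after 30 min at 37 deg C with 10 uM ATP. Compounds screened at one 76 uM concentration against 40 or 20 nM TRiC in Tris pH 7.4/KCl/MgCl2/DTT buffer.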
# PI5P4K alpha inh: qHTS for Inhibitors of phosphatidylinositol 5-phosphate 4-kinase (PI5P4K) | Phosphatidylinositol 5-phosphate 4-kinase type-2 alpha (Homo sapiens), P48426 | PI5P4Kalpha enzyme, ADP-Glo luminescence, 60 min; hits give low values | max response, % | hit rate 1.2% among 330,000; active means max response of -50% or lower; inconclusive means between -30% and -50%; inactive means -30% or higher; further: value at the top dose of about 77 µM; on the % scale 0 is the no-effect control and ±100 the full control effect
#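 Compounds were pin-transferred onto PI5P4Kalpha and substrate in HEPES pH 7.4 buffer with EGTA, CHAPS and 5% DMSO. ATP (5 microM final) started the reaction, which ran 60 minutes at room temperature before ADP-Glo detection.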
# EPAC1 agonist: qHTS for Agonist of cAMP-regulated guanine nucleotide exchange factor 3 (EPAC1): primary screen | Rap guanine nucleotide exchange factor 3 (Homo sapiens), O95398 | EPAC1 agonist qHTS, biochemical assay; response scale: 100% = response to 6.5 mM cAMP | Potency, µM (highest dose often 154 µM), for inactives: top-dose activation, hits mostly activators | hit rate 0.073% among 360,000; further: potency means the concentration at half of the fitted maximal effect; nearly all actives have a fitted effect of over 60% in size
#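 Compounds were pinned as a concentration titration into mixtures of EPAC1 (100 nM), BODIPY-GDP-loaded Rap1B (250 nM) and GDP (50 uM). After 5 min at room temperature, fluorescence was followed for 30 min; activity was scaled to 6.5 mM cAMP.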
# MmCpn inh: Inhibitors of TCP-1 ring complex (TRiC) of Methanococcus maripaludis (MmCpn): qHTS; Chaperonin Mm-Cpn (Methanococcus maripaludis); hit rate 0.031% among 330,000; Potency, µM (series often up to 76.9 µM), for inactives: top-dose activity, negative = inhibition, usual class: inhibitors; AID 504842, 2011; purified Mm-Cpn ATPase, ADP Transcreener TR-FRET; further: potency means the concentration at half of the fitted maximal effect; on the % scale 0 is the no-effect control and ±100 the full control effect; nearly all actives have a fitted effect of over 80% in size
#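 Reaction buffer contained 30 mM Tris pH 7.4, 100 mM KCl, 5 mM MgCl2 and 1 mM DTT. Mm-CPN (25 nM final) hydrolysed 10 uM ATP over 30 min at 37°C; ADP was read by HTRF.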
# EPAC2 antagonist: qHTS for Antagonist of cAMP-regulated guanine nucleotide exchange factor 2 (EPAC2): primary screen; hit rate 0.18% among 360,000; Rap guanine nucleotide exchange factor 4 (Homo sapiens), Q8WZA2; EPAC2 GEF exchange of Rap1B-BODIPY-GDP, fluorescence; AID 720708, 2013; Potency, µM (series often up to 114 µM), without a hit: at the top dose activity, negative = inhibition, actives largely listed as inhibitors; further: potency means the concentration at half of the fitted maximal effect; on the % scale 0 is the no-effect control and ±100 the full control effect; nearly all actives have a fitted effect of over 45% in size; many of its hits are not listed in these tables
# Target sequence (Q8WZA2 whole entry, looked up): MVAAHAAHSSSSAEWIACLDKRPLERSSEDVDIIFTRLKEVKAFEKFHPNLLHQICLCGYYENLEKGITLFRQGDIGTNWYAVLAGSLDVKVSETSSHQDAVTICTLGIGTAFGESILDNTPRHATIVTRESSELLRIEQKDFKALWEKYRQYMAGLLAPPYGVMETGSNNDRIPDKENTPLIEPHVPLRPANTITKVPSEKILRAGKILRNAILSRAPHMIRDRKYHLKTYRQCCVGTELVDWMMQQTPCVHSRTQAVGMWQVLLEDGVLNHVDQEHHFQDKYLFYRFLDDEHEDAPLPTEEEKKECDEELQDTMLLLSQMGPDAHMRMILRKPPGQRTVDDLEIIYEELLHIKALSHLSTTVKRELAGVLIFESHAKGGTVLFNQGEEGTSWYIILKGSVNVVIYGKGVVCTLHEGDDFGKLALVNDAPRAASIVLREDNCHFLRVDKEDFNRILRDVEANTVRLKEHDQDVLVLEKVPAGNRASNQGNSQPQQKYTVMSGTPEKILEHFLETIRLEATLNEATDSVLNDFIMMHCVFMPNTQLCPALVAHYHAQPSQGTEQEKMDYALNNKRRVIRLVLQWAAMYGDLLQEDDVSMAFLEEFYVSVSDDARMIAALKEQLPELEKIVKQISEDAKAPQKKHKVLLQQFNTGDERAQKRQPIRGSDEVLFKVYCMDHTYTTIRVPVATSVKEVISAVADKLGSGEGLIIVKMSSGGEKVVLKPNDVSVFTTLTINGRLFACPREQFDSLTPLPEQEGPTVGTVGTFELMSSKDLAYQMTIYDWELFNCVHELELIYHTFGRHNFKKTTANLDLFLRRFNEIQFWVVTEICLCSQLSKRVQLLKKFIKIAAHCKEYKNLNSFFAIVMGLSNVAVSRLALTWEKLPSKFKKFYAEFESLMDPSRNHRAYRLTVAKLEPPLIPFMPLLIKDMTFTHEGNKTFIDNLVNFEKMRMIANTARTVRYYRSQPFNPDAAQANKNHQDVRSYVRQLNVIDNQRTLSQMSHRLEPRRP
# WRN helicase inh: qHTS for Inhibitors of WRN Helicase. Potency, µM (series often up to 114 µM), inactives show top-dose activity change, negative = inhibition, actives largely listed as inhibitors. WRN helicase unwinding, fluorescent forked duplex, kinetic. Bifunctional 3'-5' exonuclease/ATP-dependent helicase WRN (Homo sapiens), Q14191. AID 651768, 2012. hit rate 0.46% among 360,000; further: potency means the concentration at half of the fitted maximal effect; on the % scale 0 is the no-effect control and ±100 the full control effect; nearly all actives have a fitted effect of over 55% in size
#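 WRN at 20 nM final preincubated with compound 15 min at room temperature; reaction started with 100 nM fluorophore/quencher forked duplex oligonucleotide and 2 mM ATP final. Unwinding followed kinetically by red fluorescence (ex 525, em 598 nm).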
# EPAC1 antagonist: qHTS for Antagonist of cAMP-regulated guanine nucleotide exchange factor 3 (EPAC1): primary screen. Rap guanine nucleotide exchange factor 3 (Homo sapiens), O95398. EPAC1 GEF assay, Rap1b-BODIPY-GDP exchange fluorescence. Potency, µM (titrated, usually from 115 µM), without a hit: at the highest dose activity change, negative = inhibition, actives largely listed as inhibitors. AID 720709, 2013. hit rate 0.14% among 360,000;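 further: potency means the concentration at half of the fitted maximal effect; plate controls were vehicle for no effect and positive control for full effect; nearly all actives have a fitted effect of over 50% in size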
# Numbers without * were called inactive; ? = inconclusive; nt = not tested or not shown; [ ] = another dose, or the depositor's remark. Unless noted, the call rests on the fitted dose curve; in most records, active means well fitted curve in the direction sought with a large enough effect; inconclusive means small, poorly fitted or top-dose-only effect, or another doubt; inactive means no such curve, though single readings can be large; an effect the other way counts as inactive or inconclusive.
# The first 2 entries, to show the layout:
PLK1 PBD inh,CCT modulator,PI5P4K alpha inh,EPAC1 agonist,MmCpn inh,EPAC2 antagonist,WRN helicase inh,EPAC1 antagonist,Compound
-10%,-3.2,-9,-10%,nt,2%,0%,-18%,O=C(NCc1ccccc1)c1cc(C2CCCCN2C(=O)c2cccs2)on1 (stereo not given)
-3%,-0.7,-10,-8%,-3%,-3%,2%,0%,CCn1c(CNC(=O)c2ccc(OC)cc2)nnc1SC

# The whole of this part, previewed entries included:
PLK1 PBD inh,CCT modulator,PI5P4K alpha inh,EPAC1 agonist,MmCpn inh,EPAC2 antagonist,WRN helicase inh,EPAC1 antagonist,Compound
-10%,-3.2,-9,-10%,nt,2%,0%,-18%,O=C(NCc1ccccc1)c1cc(C2CCCCN2C(=O)c2cccs2)on1 (stereo not given)
-3%,-0.7,-10,-8%,-3%,-3%,2%,0%,CCn1c(CNC(=O)c2ccc(OC)cc2)nnc1SC
-2%,-1.6,-13,-2%,-2%,-11%,-12%,-7%,O=C(N/N=C/c1ccoc1)c1ccc(Cl)cc1Cl
0%,0.8,-10,-5%,-2%,-30%,-28%,-19%,CC(NCc1ccccc1Cl)C(=O)Nc1ccc(S(=O)(=O)N2CCCC2)cc1 (stereo not given)
17%,-1.1,?,?,-7%,76%[activator],?,36%[activator],N#Cc1cc(C(=O)c2cc(F)ccc2O)cn(-c2nccs2)c1=O
5%,2.7,-3,12%,2%,-18%,-14%,-2%,Cc1cccc(C(=O)N2CCN=C2SCc2ccc([N+](=O)[O-])cc2)c1
-2%,0.7,6,0%,0%,-4%,-4%,0%,CC(C)C(c1nnnn1Cc1ccccc1)N1CCC(C(N)=O)CC1 (stereo not given)
-7%,-11,1,-1%,-2%,-1%,-2%,6%,O=C(CSc1nnnn1CCCO)Nc1ccc2c(c1)OCO2
-1%,-1.8,-11,-24%,0%,10%,5%,3%,Cc1ccc(NC(=O)CSc2nnc(NC(=O)c3ccc(S(=O)(=O)N4CCOCC4)cc3)s2)cc1
1%,2.3,2,-7%,-3%,17%,-16%[57.1 µM],-3%,C/C(=N\NC(=O)c1cccc(F)c1)c1cccc(NC(=O)c2ccc(F)cc2)c1
-5%,-0.6,1,9%,1%,-1%,4%,4%,O=C(NC1CC2CCCC(C1)N2C(=O)NCc1ccccc1)C1CC1 (stereo not given)
-11%,-0.4,7,-12%,0%,5%,6%,-8%,CSCCC(=O)N1CCCC(CNC(=O)c2ccccc2Cl)C1 (stereo not given)
?,-1.4,-1,-11%,0%,-1%,-9%[57.1 µM],-15%,COC(=O)CCc1c(COC(C)=O)[nH]c(C(=O)OCc2ccccc2)c1C
-14%,0.9,-2,3%,1%,6%,-1%,?,O=C1CCCCN1CCCC(=O)N1CCCC(Nc2ccc(F)cc2)C1 (stereo not given)
-4%,-2.4,-13,4%,1%,7%,-9%,2%,Nc1cc(=O)[nH]c(SCC(=O)N2CCc3ccccc3C2)n1
-7%,-0.9,-6,-11%,-2%,-9%,3%,-8%,N=C1C(c2ccccc2)=C(O)CN1c1cccc(O)c1
-12%,0.5,0,8%,nt,-5%,-3%,-6%,Cc1ccccc1S(=O)(=O)NC(=O)C1(C)CCN1C(=O)C/C=C/c1ccccc1 (stereo not given)
-1%,-1.7,0,4%,0%,15%,5%,-3%,COC(=O)CCCNC(=O)c1ccccn1
-22%,-0.4,?,5%,nt,12%,-3%,4%,CC(=O)c1cccc(-c2ccnc3c2CC(C(=O)NCc2ccco2)O3)c1 (stereo not given)
-10%,-2.1,-1,7%,-6%,3%,-1%,1%,CCOc1ccc(CN2CCN(CCCc3ccccc3)C(CCO)C2)cc1 (stereo not given)
-2%,0.7,6,-5%,-3%,-24%,-6%,-7%,COCCCN1C(=O)C(=O)/C(=C(/O)c2ccc(S(=O)(=O)N3CCOCC3)cc2)C1c1ccc(Cl)cc1 (stereo not given)
0%,1.4,nt,0%,1%,0%,-4%,-21%,CC(C)(C)NC(=O)Cn1c(SCC(=O)N2CCCCCC2)nc2ccccc21
-1%,-2.0,5,10%,-1%,-5%,-3%,11%,CN(C)c1ccc(P(=O)(OCc2ccccc2)C(O)c2ccccc2)cc1 (stereo not given)
2%,1.1,11,2%,-12%,7%,4%,-20%,Cc1ccc2nc(-c3ccc(NC(=O)CNC4CC4)cc3)sc2c1
1%,0.8,-2,7%,nt,-16%,9%,3%,COc1ccc(NS(=O)(=O)c2cccc(C(=O)N3CCN(C/C=C/c4ccccc4)CC3)c2)cc1
-4%,-2.8,-3,3%,1%,-6%,-4%,-20%,Cc1ccc(CCNC(=O)CN2C(=O)COc3ccc(S(=O)(=O)N4CCCCC4)cc32)cc1
-1%,-1.9,1,3%,0%,-5%,-16%,-18%,C=CCNC(=O)C1CC(=O)N(c2ccc(OCC(=O)Nc3ccc(C)cc3)cc2)C1 (stereo not given)
-11%,nt,3,3%,nt,-10%,-1%,1%,CCc1c(-c2cccc(Br)c2)ncn1Cc1cccc(-c2ccccc2)c1
-10%,-2.2,6,12%,nt,-8%,-8%,6%,COCCCN1C(=O)C(CC(=O)NCC2CCCCC2)CC(C(=O)N2CCOCC2)=C1C (stereo not given)
?,0.8,1,7%,-9%,0%,1%,2%,Cc1ccccc1OCc1nnc(SCC(=O)NC2CCCCC2)o1
-7%,-8.1,0,5%,1%,-5%,-14%,?,Nc1nn(-c2ccccc2)c(N)c1N=Nc1ccc2c(c1)OCO2
-18%,-3.7,-57*,0%,1%,14%,-7%[11.6 µM],-8%,COc1ccc(CCNC(=O)CSc2ccsc2[N+](=O)[O-])c(OC)c1
-4%,-0.5,1,1%,-7%,3%,-21%[57.1 µM],5%,COc1c(C)oc2cc(O)ccc2c1=O
-2%,2.4,0,5%,2%,1%,3%,0%,COC(=O)c1c(C(C)=O)c(C)n(C)c1C
-5%,-1.4,8,-9%,1%,-3%,-23%,-4%,Cc1ccc(C)c(S(=O)(=O)N2CCN(CC(=O)Nc3ccc4c(c3)CCC4)CC2)c1
-4%,-0.4,0,-1%,2%,1%,7%,-5%,CC1C(=O)N2CCCc3cc(S(=O)(=O)NCCc4ccccc4)cc1c32 (stereo not given)
-19%,-0.7,-1,5%,5%,-1%,5%,-13%,Cn1ncc(Br)c1C(=O)N1CCCCCC1
-14%,-2.6,-5,6%,0%,-4%,-1%,21%,O=C(COc1ccc(Cl)cc1)NCCNC(=O)c1ccccn1
-5%,-0.8,nt,1%,-1%,-7%,-13%,-9%,O=C(CN(CC1CCCO1)C(=O)CNS(=O)(=O)c1ccc(Cl)cc1)NCCc1ccccc1 (stereo not given)
3%,1.5,3,-3%,2%,17%,-1%,8%,CCN1C(=O)S/C(=C/c2ccc(Oc3ccc([N+](=O)[O-])cn3)c(OC)c2)C1=O
19µM*,nt,-28,15%,nt,-2%,-11%,-12%,Nc1sc(Cc2ccccc2)cc1C(=O)c1c(-c2ccccc2)[nH]c2ccccc12
-1%,-5.8,-2,-1%,1%,11%,-4%,5%,Cc1c(C(=O)NCc2ccccn2)oc2ccc(Br)cc12
-11%,-5.0,6,7%,2%,5%,-4%,4%,COc1ccc(N2CCN(C(=O)Cn3cnc4sc(C)c(S(=O)(=O)N5CCOCC5)c4c3=O)CC2)cc1
?,-4.7,-9,2%,1%,-6%,3%,-12%,Cn1cccc1/C=N/NC(=O)c1cccc(OC(F)(F)C(F)F)c1
?,-2.7,-9,14%,0%,1%,3%,-16%,Cn1cnnc1SC(C(=O)c1ccccc1)c1ccccc1 (stereo not given)
-8%,-2.0,0,-2%,-2%,1%,2%,0%,Cc1ccc(CS(=O)(=O)c2cn(CC(=O)N3CCOCC3)c3ccccc23)cc1
-28%,-4.3,7,-6%,1%,14%,1%,-1%,COc1ccc(CCNC(=O)CNS(=O)(=O)c2ccc(N(C)C)c([N+](=O)[O-])c2)cc1OC
-1%,0.1,-13,2%,-1%,15%,2%,-3%,O=S(=O)(N/N=C/c1ccc(N2CCOCC2)cc1)c1ccccc1
-9%,-3.0,-2,-9%,-18%,10%,-3%,-6%,Cc1c(CCC(=O)NC2CC2)c(=O)oc2c(C)c(O)ccc12
-10%,-2.5,0,-8%,1%,3%,4%,-16%,O=C(CSc1nnc2ccccn12)NC(=O)c1cccc([N+](=O)[O-])c1
-2%,-1.9,1,0%,3%,4%,-9%,-6%,CCOC(=O)C(C)Sc1nc(=O)n2cc(C)ccc2n1 (stereo not given)
-13%,-1.1,7,2%,0%,2%,-1%,5%,CCOCc1nnc(NC(=O)c2cccs2)s1
-10%,-1.8,0,5%,1%,-11%,0%,-10%,CCn1c(=N)n(CC(=O)c2ccc(OC)cc2)c2ccccc21
-3%,-0.4,0,9%,-10%,-1%,-7%,-1%,COC(=O)C1Cc2c([nH]c3ccccc23)C(C)N1 (stereo not given)
0%,0.7,-2,4%,-3%,16%,2%,3%,Cc1cccc(NCC(O)Cn2cnc3c2c(=O)n(C)c(=O)n3C)c1 (stereo not given)
-6%,1.0,nt,11%,0%,-1%,4%,-2%,Cc1cc(Cl)ccc1NC(=O)Nc1c(C)n(-c2ccccc2)c(=O)n1C
-8%,-3.3,5,4%,1%,-2%,5%,-16%,CC(C)(C)C1CCc2c(sc(NC(=O)c3cccs3)c2C(N)=O)C1 (stereo not given)
-5%,0.9,0,-3%,1%,13%,-3%,1%,C/C(=N\NC(=O)CSc1nc(C)cc(C)n1)c1cccc([N+](=O)[O-])c1
-9%,-1.2,-3,-4%,3%,0%,4%,-3%,CCN1C(=O)[C@H]2[C@H]3CN=C(SCc4ccc(C)cc4)N3[C@@](CC)(C(=O)OC)[C@H]2C1=O

# Some of the compounds tested; count on the stated rates, not on these rows.
